Compound activity (PubChem BioAssay)
WRN inhibitor = inhibitors of human WRN helicase; Potency, µM (doses to about 114 µM), inactives show top-dose activity change, negative = inhibition, actives largely listed as inhibitors; WRN helicase unwinding, fluorescent forked duplex, kinetic; 0.46% of 360,000 active; Q14191; note: potency is the fitted concentration of half-maximal effect; % is set by controls: 0 for no effect and ±100 for the full control effect; nearly all actives have a fitted effect of over 55% in size
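WRN at 20 nM final was preincubated with compound for 15 min at room temperature; reaction started with 100 nM forked duplex oligonucleotide carrying fluorophore and quencher plus 2 mM ATP (final). Unwinding followed kinetically by red fluorescence (ex 525/em 598 nm).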
PLK1 PBD block = PLK1 (human) polo-box domain binding inhibition; P53350; Plk1 PBD binding of FITC phosphopeptide, fluorescence polarization; Potency, µM, for the others: max response, negative = inhibition, actives largely listed as inhibitors; 2.8% of 360,000 active; note: potency is the fitted concentration of half-maximal effect; series mostly up to about 57 µM; % is set by controls: 0 for no effect and ±100 for the full control effect; nearly all actives have a fitted effect of over 65% in size
EPAC1 ag = agonists of human EPAC1 | O95398 | EPAC1 agonist qHTS, biochemical assay; response scale: 100% = response to 6.5 mM cAMP | Potency, µM (top dose mostly 154 µM), for inactives: at the highest dose activation, usual class: activators | 0.073% of 360,000 active | AID 720707; note: potency is the fitted concentration of half-maximal effect; nearly all actives have a fitted effect of over 60% in size
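Nucleotide exchange by EPAC1 (100 nM) on Rap1B–BODIPY-GDP (250 nM) in the presence of 50 uM GDP is tracked fluorescently at 480/540 nm over 30 min. Signals are normalized to a 6.5 mM cAMP control.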
EPAC2 agonist = EPAC2 (human) agonism; EPAC2 activation, biochemical qHTS; response scale: 100% = 6.5 mM cAMP response; Potency, µM (doses to about 154 µM), for the others: at the highest dose activation, usual class: activators; Q8WZA2; AID 720711; 0.079% of 360,000 active; note: potency is the fitted concentration of half-maximal effect; nearly all actives have a fitted effect of over 50% in size
Target sequence (Q8WZA2 whole entry, looked up): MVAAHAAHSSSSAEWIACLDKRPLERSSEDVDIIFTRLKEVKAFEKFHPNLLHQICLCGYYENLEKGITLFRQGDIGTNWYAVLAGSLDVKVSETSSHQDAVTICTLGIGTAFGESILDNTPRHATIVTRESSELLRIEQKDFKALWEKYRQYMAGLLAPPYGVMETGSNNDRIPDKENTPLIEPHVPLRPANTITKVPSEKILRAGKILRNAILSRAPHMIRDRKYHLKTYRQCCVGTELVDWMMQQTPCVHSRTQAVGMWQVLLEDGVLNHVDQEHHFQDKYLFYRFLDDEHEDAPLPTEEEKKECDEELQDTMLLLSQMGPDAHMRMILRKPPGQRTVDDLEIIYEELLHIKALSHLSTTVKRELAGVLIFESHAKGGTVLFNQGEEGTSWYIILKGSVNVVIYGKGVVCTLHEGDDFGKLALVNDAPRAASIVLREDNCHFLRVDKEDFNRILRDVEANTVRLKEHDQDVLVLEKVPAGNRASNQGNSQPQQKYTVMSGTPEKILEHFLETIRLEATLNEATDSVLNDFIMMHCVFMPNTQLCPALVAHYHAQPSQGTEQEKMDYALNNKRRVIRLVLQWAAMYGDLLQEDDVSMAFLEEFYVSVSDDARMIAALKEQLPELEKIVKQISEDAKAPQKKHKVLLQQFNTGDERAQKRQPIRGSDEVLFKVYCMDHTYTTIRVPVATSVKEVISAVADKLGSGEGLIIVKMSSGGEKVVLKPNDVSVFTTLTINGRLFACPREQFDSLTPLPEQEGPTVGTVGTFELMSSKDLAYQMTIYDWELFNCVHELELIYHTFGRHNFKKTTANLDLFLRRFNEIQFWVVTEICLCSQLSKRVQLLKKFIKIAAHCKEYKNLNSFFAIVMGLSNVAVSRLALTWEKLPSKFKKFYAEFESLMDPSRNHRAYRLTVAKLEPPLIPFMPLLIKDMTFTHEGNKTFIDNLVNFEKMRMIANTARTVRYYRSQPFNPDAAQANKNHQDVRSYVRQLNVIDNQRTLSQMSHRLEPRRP
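Nucleotide exchange monitored as fluorescence drop when BODIPY-GDP leaves Rap1B. Reaction: 100 nM EPAC2, 250 nM RAP1B-BODIPY-GDP, 50 uM GDP, room temperature, kinetic read over 30 min. Activity expressed relative to 6.5 mM cAMP.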
CCT modulator = cytosolic chaperonin activity modulation; purified chaperonin ATPase assay, HTRF ADP detection, 30 min; activity change, % (concentration not given with the values), hits read low; 0.3% of 360,000 active; AID 651819; in the data active = activity change below about -30%; note: % is set by controls: 0 for no effect and ±100 for the full control effect
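TRiC at 40 or 20 nM final (batch-dependent) in 30 mM Tris pH 7.4, 100 mM KCl, 5 mM MgCl2, 1 mM DTT, with compound at single 76 uM and 10 uM ATP, 30 min at 37 deg C. ADP detected by HTRF Transcreener, 665/615 ratio.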
PI5P4K alpha inh = inhibitors of human PI5P4K alpha; P48426; PI5P4Kalpha enzyme, ADP-Glo luminescence, 60 min; stronger effect = lower value; max response, %; 1.2% of 330,000 active; AID 652105; active = max response of -50% or lower; inconclusive = between -30% and -50%; inactive = -30% or higher; note: value at the top dose of about 77 µM; % is set by controls: 0 for no effect and ±100 for the full control effect
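Luminescence from ADP-Glo served as readout of PI5P4Kalpha activity in a qHTS format. Reaction: enzyme, substrate, compound, ATP at 5 microM final, 60 min at RT.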
EPAC1 antagonist = antagonists of human EPAC1 | O95398 | EPAC1 GEF assay, Rap1b-BODIPY-GDP exchange fluorescence | Potency, µM (highest dose often 115 µM), for the others: top-dose activity change, negative = inhibition, hits mostly inhibitors | 0.14% of 360,000 active | AID 720709;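 note: potency is the fitted concentration of half-maximal effect; plate controls were vehicle for no effect and positive control for full effect; nearly all actives have a fitted effect of over 50% in size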
IL-2 act = activators of IL-2; activation, % (series mostly up to about 46 µM); IL-2 activation reporter assay, cell-based qHTS; stimulated with anti-CD3/CD4/CD28 beads; in transgenic mouse T cells; 0.065% of 360,000 active; in the data active = activation above about 50%; inconclusive = mostly about 30% to 49%; note: 0% is about no effect
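Unstimulated transgenic mouse T cells, 750 per well, received compound and, after 60 minutes, anti-CD3/anti-CD4 bead plus anti-CD28 stimulation. EGFP and DsRed were quantified after 18 hours.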
* marks the source's active call; other numbers are inactive results; ? = inconclusive; · = no result given; [ ] = remark or other dose. Unless noted, calls come from the whole dose curve; as a rule, active = well fitted curve in the direction sought with a large enough effect; inconclusive = small, poorly fitted or top-dose-only effect, or another doubt; inactive = no such curve, though single readings can be large; an effect the other way counts as inactive or inconclusive.

SMILES	WRN inhibitor	PLK1 PBD block	EPAC1 ag	EPAC2 agonist	CCT modulator	PI5P4K alpha inh	EPAC1 antagonist	IL-2 act
COC(=O)C(C)Sc1nc2c(c(=O)[nH]c(=O)n2C)n1CCCc1ccccc1 (stereo not drawn)	-5%	-5%	2%	-2%	-0.6	13	-25%	0.8
COC(=O)c1ccc(C)c(NC(=O)CCCN2C(=O)NC(C)(C)C2=O)c1	9%	-1%	9%	0%	-5.6	-5	2%	-2.8
C/C(CC(=O)Nc1ccc(N(C)C)cc1)=N\NC(=O)c1ccncc1	1%	-21%	-1%	-6%	1.2	-2	5%	1.1
Cc1noc(C)c1-c1ccc(C(=O)NCc2cccnc2)c2occc12	-11%	-8%	-9%	10%	-1.5	1	0%	-0.5
O=C(NCc1ccccc1)c1cc[n+](Cc2ccccc2)cc1	-1%	-10%	-6%	-4%	-0.7	0	6%	-1.1
Cc1ccc(-c2nn3c(C)nnc3s2)cc1NC(=O)c1cccs1	-8%	-8%	1%	5%	2.8	·	8%	-1.6
N#CCCn1cc(C(N)=O)c(-c2cccs2)n1	0%	-9%	3%	12%	-0.7	-2	-7%	-2.2
Cc1ccc(S(=O)(=O)/N=C(\N)Nc2nc(C)c3ccc(C)cc3n2)cc1	-2%	-5%	-3%	-5%	2.2	·	0%	-0.8
CCOC(=O)NC(=O)CSc1nnnn1-c1ccc(C)cc1	-4%	-7%	5%	3%	-4.3	-19	-2%	2.2
COCC(=O)N(Cc1ccco1)c1nnc(C2CCOC2)s1 (stereo not drawn)	2%	-1%	3%	1%	0.3	1	1%	-0.2
CCN(CC)S(=O)(=O)c1ccc2c(c1)nc(SC(C)C(=O)NCC1CCCO1)n2CC (stereo not drawn)	-30%	-11%	6%	7%	0.4	-1	10%	-2.4
CCc1ccc(-c2nn(-c3ccccc3)cc2CSC(=N)N)cc1	-9%	-10%	6%	-2%	-2.0	1	-17%	-0.6
O=C(NCc1ccccc1)c1ccc(-c2cn[nH]c2)c2ccoc12	5%	-10%	-10%	4%	-1.5	-11	-16%	-0.1
Cc1ccc(C)c(NS(=O)(=O)c2cc(C(=O)NCc3ccco3)ccc2C)c1	-8%	-3%	7%	4%	0.5	·	-1%	-1.4
COc1ccc(C(=O)Nc2ccc3[nH]ncc3c2)cc1	3%	-2%	-9%	3%	-1.0	0	-13%	1.7
Cc1ccc(C(=O)N(Cc2nnc(-c3ccc(Cl)cc3)o2)C2CC2)o1	-5%	-2%	3%	9%	1.4	-8	10%	0.1
CCN(CC)CCN1C(=O)C(=O)/C(=C(/O)c2ccc3c(c2)CC(C)O3)C1c1ccc(OC)cc1 (stereo not drawn)	-1%	1%	6%	8%	-0.1	1	1%	-0.1
Clc1ccc(-c2nnnn2-c2ccc(Cl)c(Cl)c2)cc1Cl	-8%	-1%	9%	0%[15.6 µM]	-2.1	-1	-5%	0.6
CCCCCCCOC(=O)C1=C(C)Nc2ncnn2C1c1cccs1 (stereo not drawn)	0%	-9%	10%	-5%	-1.5	4	-26%	-0.8
COc1cc(OC)c(NC(=O)c2ccc(F)cc2)cc1Cl	0%	-24%	6%	3%	-2.2	-16	17%	-0.7
COc1ccccc1CC(=O)N1CCN(S(=O)(=O)c2cccs2)CC1	-10%	-7%	-17%	6%	-0.1	-9	12%	1.0
CC1CN(C(=O)CCNS(=O)(=O)c2ccc(Br)cc2)CC(C)O1 (stereo not drawn)	-2%	-2%	1%	4%	0.3	2	3%	-1.1
Cc1ccc(C)c(N(C)S(=O)(=O)c2ccc3[nH]cc(C(=O)NCCN4CCOCC4)c(=O)c3c2)c1	-29%[57.1 µM]	-4%	2%	-7%	1.1	5	7%	-0.6
OC(c1ccc(F)cc1)C(CN1CCOCC1)c1ccccc1 (stereo not drawn)	-16%	-6%	5%	-4%	-3.6	-8	-9%	-0.3
O=C(NC1CCCCC1)C(c1ccco1)N(Cc1ccco1)C(=O)c1ccco1 (stereo not drawn)	-11%	-9%	5%	-1%	-0.4	·	8%	-1.0
CC(=O)NCCc1c[nH]c2ccc(OCC(O)CNC(C)(C)C)cc12 (stereo not drawn)	7%	-16%	2%	12%	-0.8	3	-21%	1.0
COC(=O)c1ccc(C(=O)Nc2cc(Cl)ccc2Cl)cc1NC(=O)c1ccc(N(C)C)cc1	-9%	-9%	9%	14%	-3.0	·	4%	-1.8
CCOc1ccc(S(=O)(=O)/N=C(/Nc2ccc(OC)cc2)c2ccccc2)cc1	-7%	-6%	13%	-4%	-0.1	1	-14%	-0.3
C[C@@]12C(=O)N(c3ccccc3)C(=O)N1[C@@H]1c3ccccc3OC[C@@H]1[C@H]2c1ccccc1	-1%	-14%	-1%	15%	-1.2	0	3%	1.2
O=c1[nH]c2ccccc2nc1/C=C/c1ccccc1	5%	-4%	-2%	3%	1.3	0	-11%	0.2

Pulled one by one from the list above, 2 records:
SMILES	WRN inhibitor	PLK1 PBD block	EPAC1 ag	EPAC2 agonist	CCT modulator	PI5P4K alpha inh	EPAC1 antagonist	IL-2 act
COc1cc(OC)c(NC(=O)c2ccc(F)cc2)cc1Cl	0%	-24%	6%	3%	-2.2	-16	17%	-0.7
O=C(NC1CCCCC1)C(c1ccco1)N(Cc1ccco1)C(=O)c1ccco1 (stereo not drawn)	-11%	-9%	5%	-1%	-0.4	·	8%	-1.0

(cont.)
SMILES	WRN inhibitor	PLK1 PBD block	EPAC1 ag	EPAC2 agonist	CCT modulator	PI5P4K alpha inh	EPAC1 antagonist	IL-2 act
Cc1nc2ccc(NC(=O)c3cc(Cl)ccn3)cc2s1	3%	-10%	0%	7%	-0.5	-5	0%	0.1
O=C(NOC(=O)c1ccccc1F)c1ccc(OC(F)F)cc1	-6%	-19%	0%	3%	0.5	-4	-3%	-2.8
O=C(NC1CC1)c1[nH]c(C(F)(F)F)nc1-c1ccccc1	-11%	-8%	2%	3%	-1.9	-10	-14%	-0.3
CN1OC(COC(=O)c2ccccc2)CC1c1ccccc1 (stereo not drawn)	11%	-8%	14%	13%	-0.7	·	-12%	-1.0
O=S1(=O)N[C@@H](Cc2ccccc2)COc2ccc(Cl)cc21	0%	0%	5%	3%	0.1	0	6%	-2.3
Cc1ccc2c(c1)N(C(=O)CCC(=O)NC1CCN(Cc3ccccc3)CC1)CC(C)O2 (stereo not drawn)	-1%	-10%	4%	1%	-0.5	-12	-11%	-4.2
O=C(NCc1ccccn1)c1ccc(OC2CCN(Cc3cccs3)CC2)cc1	0%	-2%	4%	4%	0.6	-2	-4%	1.1
CC1=C(C(=O)OCc2cc(C)on2)N2C(=O)[C@@H](NC(=O)OCc3cc(C)on3)[C@H]2SC1	-14%	?	1%	2%	-0.6	-27	-20%	-2.6
O=C(/C=C/c1cccc(Cl)c1)c1nc2ccccc2[nH]1	?	?	9%	11%	0.3	-26	-8%	-2.4
Cc1cc(C)n(-c2ccc(C(=O)Nc3cccc([N+](=O)[O-])c3)cc2)n1	0%[57.1 µM]	?	4%	11%	-1.7	-3	3%	-0.6
CCCCN(CCCNC(=O)c1ccc2nc(N3CCOCC3)sc2c1)Cc1ccccc1	-8%	-11%	0%	0%	-0.5	-1	-12%	-3.7
CCOc1ccccc1NC(=O)Nc1cccc(C(C)=O)c1	-6%	-9%	12%	2%	-0.9	·	16%	-1.5
CC(C)Cn1c(=O)n(C)c(=O)c2[nH]cnc21	7%	-7%	0%	4%	-2.2	-4	1%	0.3
O=C(c1c(Cl)cccc1Cl)N1CCN(c2ccccn2)CC1	-9%	-7%	9%	-1%	-0.4	·	-15%	-1.2
CNC(=O)Nc1cccc(-c2cc(-c3c(Cl)cccc3Cl)no2)c1	-4%	-9%	17%	17%	2.2	14	-20%	-0.7
CC(=O)c1cc(NC(=O)c2ccc(C)cc2)c(=O)oc1/C=C/N(C)C	-13%	30%	10%	-229%[inhibitor]	-1.8	5	-2%	7.1
O=C1CCC(=O)N1c1ccc(NCCc2cccc(F)c2)c([N+](=O)[O-])c1	4%	3%	0%	-1%	0.0	3	?	-1.2
CCCn1c(N)c(CC)c(=O)[nH]c1=O	-24%	-3%	-1%	3%	3.1	-9	-2%	-2.8
COCc1[nH]nc2c1C(c1ccc(OC)c(OC)c1)C(C#N)=C(N)O2 (stereo not drawn)	-3%	-13%	1%	3%	-0.6	2	-2%	-0.8
CCc1ccc(OCC(=O)Nc2ccncc2)c(Br)c1	18%	2%	-5%	2%	1.4	0	2%	-2.7
O=C(c1ccccc1NS(=O)(=O)c1ccc(Br)s1)N1CCCC1	-4%	-2%	-2%	0%	-2.8	2	-1%	0.1
COc1ccc(/C=C/C(=O)NCC(=O)N/N=C(/C)c2ccc(Cl)cc2)cc1	-7%	-16%	-3%	2%	-3.2	-3	?	-2.9
COc1ccc(Nc2ncnc3nc[nH]c23)cc1OC	-8%	2%	-9%	9%	-0.3	0	?	-2.9
COC(=O)c1cccc(NC(=O)c2ccc3c(c2)C(=O)N(C(C)(C)C)C3=O)c1	9%	-23%	-3%	-1%	-2.1	9	-6%	-3.1
Cc1ccc2oc(=O)c3cc(C(=O)NCCN4CCc5ccccc5C4)sc3c2c1	4%	3%	-1%	2%	-3.7	-19	-6%	-3.0
COc1cc2c(cc1OC)C(C(=O)Nc1ccc3c(c1)OCCO3)C1c3ccccc3CCN1C2=O (stereo not drawn)	-10%	-3%	16%	17%	-4.0	-1	-18%	0.5
CN1/C(=C\C(=O)c2cccnc2)Sc2ccccc21	-6%	-16%	10%	17%	-2.2	-1	14%	-1.8
CC(C)C(=O)Nc1c2c(nc3c1CCC3)CCCC2	-2%	-4%	-4%	8%	-1.2	0	-18%	-0.3
CCN(CC)CC#CCC1(O)c2ccccc2-c2ccccc21	-5%[57.1 µM]	-2%	2%	6%	-1.2	·	-8%	2.3
CCC(=O)Nc1cc(C(C)C)c(O)cc1C	6%	-6%	-9%	3%	0.0	0	14%	-1.6
Nc1cccc(-c2nnc3n2CCCCC3)c1	7%	17µM*	4%	-9%	3.2	-12	7%	0.2
c1ccc(-c2ccc(-c3nc(-c4ccccn4)no3)cc2)cc1	-3%	0%	9%	21%	-2.1	·	-10%	-1.8
Cc1cc2ccccc2n1CCNCc1c(C(=O)N2CCOCC2)nc2ccccn12	4%	-4%	0%	4%	-0.2	4	6%	1.4
CCN(CC)CCCNc1oc(-c2ccccc2[N+](=O)[O-])nc1C#N	0%	-10%	1%	10%	-0.4	2	-10%	0.3

Some of the compounds tested. The share of hits here may be higher or lower than overall.
